Source: PubChem BioAssay (National Center for Advancing Translational Sciences (NCATS))
p53 reactivator: re-activators of mutant p53; H1299 p53-A138V BP100-luciferase reporter, luminescence, 24 h; Potency, µM (highest dose often 92.2 µM), without a hit: at the highest dose activity change, positive = activation, usual class: activators; 320,000 tested, 0.063% active; AID 504706; note: potency is the fitted concentration of half-maximal effect; % of control where 0% means no effect; nearly all actives have a fitted effect of over 45% in size
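H1299 (p53-null), stable ts p53-A138V + BP100-Luc; 1000 cells/well, Opti-MEM/10% FBS; cpd 4 pt, 1:5; 24 h, 37 deg C, 5% CO2; detection reagent 10 min RT; luminescence.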
ASM inhibitor: human S-ASM enzyme inhibition; P17405; Potency, µM (titrated, usually from 57.5 µM), inactives show at the top dose activity change, negative = inhibition, actives largely listed as inhibitors; placental ASM, HMU-PC fluorogenic substrate, 60 min; 340,000 tested, 0.006% active; AID 504937; note: potency is the fitted concentration of half-maximal effect
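qHTS format. ASM enzyme prepared from human placenta hydrolyses the fluorogenic substrate HMU-PC0 (9 uM final) over 60 min at 37 °C after a 10 min compound preincubation.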
B2AR arrestin: recruits beta-arrestin to the human beta2-adrenergic receptor | P07550 | 330,000 tested, 0.02% active | Potency, µM (series often up to 46.1 µM), without a hit: at the highest dose activation, hits mostly activators | AID 492947 | beta-arrestin recruitment to beta2AR, cell-based reporter;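 note: potency is the fitted concentration of half-maximal effect; 0% = DMSO controls and full agonism = EC100 isoproterenol or metaproterenol; nearly all actives have a fitted effect of over 65% in size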
Target sequence (P07550 whole entry, looked up): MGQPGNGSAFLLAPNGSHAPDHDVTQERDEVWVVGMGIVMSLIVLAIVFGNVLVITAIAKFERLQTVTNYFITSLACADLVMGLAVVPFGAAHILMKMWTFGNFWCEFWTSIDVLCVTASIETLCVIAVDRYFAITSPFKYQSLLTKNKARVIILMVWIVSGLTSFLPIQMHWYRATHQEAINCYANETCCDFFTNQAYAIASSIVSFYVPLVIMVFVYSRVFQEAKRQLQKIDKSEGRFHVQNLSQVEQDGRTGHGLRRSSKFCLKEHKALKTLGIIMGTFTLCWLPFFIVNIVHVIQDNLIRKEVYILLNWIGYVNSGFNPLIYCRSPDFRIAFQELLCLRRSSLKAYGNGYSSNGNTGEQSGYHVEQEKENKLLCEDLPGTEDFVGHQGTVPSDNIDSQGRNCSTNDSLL
Eya2 inh: Eya2 (human) phosphatase inhibition. O00167. recombinant Eya2, OMFP fluorescence dephosphorylation (OMFP is methylfluorescein phosphate). Potency, µM (top dose mostly 76.9 µM), for the others: at the highest dose activity, negative = inhibition, most hits filed as inhibitors. 330,000 tested, 0.006% active. AID 488837; note: potency is the fitted concentration of half-maximal effect; % is set by controls: 0 for no effect and ±100 for the full control effect
Target sequence (O00167 whole entry, looked up): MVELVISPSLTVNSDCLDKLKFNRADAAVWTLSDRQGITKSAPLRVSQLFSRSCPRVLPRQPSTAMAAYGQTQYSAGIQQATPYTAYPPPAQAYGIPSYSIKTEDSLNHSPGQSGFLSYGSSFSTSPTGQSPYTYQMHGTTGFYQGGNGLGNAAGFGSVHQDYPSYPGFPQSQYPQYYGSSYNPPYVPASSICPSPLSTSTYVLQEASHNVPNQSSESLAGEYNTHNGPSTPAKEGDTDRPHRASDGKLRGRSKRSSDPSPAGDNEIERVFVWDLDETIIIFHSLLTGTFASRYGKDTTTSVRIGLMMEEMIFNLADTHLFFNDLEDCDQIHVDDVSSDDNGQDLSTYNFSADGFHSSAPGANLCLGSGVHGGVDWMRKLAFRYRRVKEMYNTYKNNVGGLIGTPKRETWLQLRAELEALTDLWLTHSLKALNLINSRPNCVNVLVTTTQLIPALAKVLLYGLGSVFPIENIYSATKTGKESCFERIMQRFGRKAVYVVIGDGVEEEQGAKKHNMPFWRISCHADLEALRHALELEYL
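Eya2 protein (added as 0.2 uM solution) was preincubated with compound for 10 min at ambient temperature in 50 mM HEPES pH 7.5, 50 mM NaCl, 5 uM MgCl2, 0.05% BSA, 1 mM DTT. OMFP (added at 50 uM) then reacted 10 min; fluorescence read at 485/525 nm.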
Integrin act MD: activators of alpha7 integrin expression for muscular dystrophy; alpha7betagal myoblasts, beta-gal FDG fluorescence, 48 h; Potency, µM (series often up to 38.3 µM), without a hit: top-dose activation, usual class: activators; 350,000 tested, 0.064% active;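 note: potency is the fitted concentration of half-maximal effect; 100% = response of the positive control SU9516; nearly all actives have a fitted effect of over 60% in size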
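alpha7betagal+/- myoblasts (passage 13, 250/well) treated 48 h at 37C with compounds at 1:260 dilution of DMSO stock. Lysed, then beta-galactosidase activity read as FDG fluorescence (ex 480/em 540) after 30 min, with pre-read for autofluorescence.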
PTAP TSG101 blk: blocks PTAP/TSG101 interaction to inhibit HIV-1 budding | Q99816 | 340,000 tested, under 10 active | Potency, µM (series often up to 115 µM), without a hit: top-dose activity change, negative = inhibition, usual class: inhibitors | Fluorescence polarization, FITC-PTAP peptide / Tsg101 binding | AID 493005; active = well fitted inhibition curve with a large enough effect in the main read-out, with a control signal flat, not every such curve was filed as active; inconclusive = small, poorly fitted or top-dose-only effect, or effect the other way, or a change in a side signal; inactive = no such curve, though single readings can be large or run the other way; note: potency is the fitted concentration of half-maximal effect; % of control where 0% means no effect
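FP read-out: FITC-PTAP peptide, 50 nM final, binding Tsg101 binding domain, 10 uM final; 20 min, r.t.; 10 mM HEPES pH 7.5, 0.15 M NaCl, 0.01% Tween 20, 3 mM EDTA, 0.1 mM TCEP.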
uPA surface inh: cell surface uPA generation inhibition. 330,000 tested, 0.31% active. AID 540303. Potency, µM (titrated, usually from 38.3 µM), for inactives: at the top dose activity change, negative = inhibition, hits mostly inhibitors. cell surface uPA generation assay, qHTS; active = well fitted inhibition curve with a large enough effect; inconclusive = small, poorly fitted or top-dose-only effect; inactive = no such curve, though single readings can be large or run the other way; tested in mouse RAW 264.7 cells; note: potency is the fitted concentration of half-maximal effect; % is set by controls: 0 for no effect and ±100 for the full control effect; nearly all actives have a fitted effect of over 55% in size
ELG1 genotoxic: genotoxicity induction in ELG1-luciferase HEK293T cells; HEK293T ELG1-luciferase reporter, luminescence, 16 h; 330,000 tested, 1.3% active; Potency, µM (highest dose often 46 µM), without a hit: top-dose activity change, positive = activation, hits mostly activators; note: potency is the fitted concentration of half-maximal effect; % of control where 0% means no effect; nearly all actives have a fitted effect of over 60% in size
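Luminescence read-out: rising ELG1-luciferase signal, reflecting elevated ELG1 protein under genetic stress, flags genotoxic compounds. Cells were treated for 16 hr at 37 °C before ONE-Glo detection.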
TRPV1 ag: agonists of human vanilloid receptor 1 (TRPV1) | Q8NER1 | TRPV1-expressing cells, Fluo-8 calcium influx, agonist mode | activation, % at 8.33 µM | 320,000 tested, 0.19% active | AID 540275; in the data active = activation above about 80%; inconclusive = between about 30% and that limit; note: 0% is about no effect
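TRPV1-expressing cells were cultured overnight at 35.5C and loaded with Fluo-8 calcium dye for 40 to 90 min at room temperature. After a 10 s baseline, compound was added and calcium influx was read kinetically for 3 min (ex 480/em 520 nm).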
USP2a block: blocks human ubiquitin-specific protease USP2a; Potency, µM (titrated, usually from 38.3 µM), without a hit: at the highest dose activity change, negative = inhibition, actives largely listed as inhibitors; 330,000 tested, 0.01% active; AID 463254; O75604; USP2 core, Ub-CHOP2 coupled fluorogenic reporter, 485/531;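 note: potency is the fitted concentration of half-maximal effect; plate controls were DMSO wells for no effect and full inhibition by NEM control for full effect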
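Cell-free coupled assay: 10nM USP2 core preincubated 30min RT with compound in Tris-HCl pH 8.0/CaCl2/CHAPS buffer, then 25nM Ub-CHOP2 and 25nM reporter substrate; fluorescence (Ex 485/Em 531) read after 60min RT, normalized to NEM inhibition, concentration-response curves fitted.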
BRCA1 expr act: BRCA1 expression activation; MCF7-BRCA1-FFLuc reporter, luminescence, 48 h; response scale: scaled: vehicle 0%, 10 µM genistein 100%; Potency, µM (titrated, usually from 46.1 µM), for the others: at the top dose activation, usual class: activators; 380,000 tested, 1.1% active; note: potency is the fitted concentration of half-maximal effect; nearly all actives have a fitted effect of over 80% in size; some results filed as inactive show a strong effect at the top dose
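48 h compound treatment of MCF7-BRCA1-FFLuc cells (phenol-red free MEM, 37 °C), then 15 min with luciferase substrate and luminescence imaging.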
* = called active by the depositor; ? = inconclusive; . = no result given; [ ] = remark or other dose. Unless noted, calls come from the whole dose curve; as a rule, active = well fitted curve in the direction sought with a large enough effect; inconclusive = small, poorly fitted or top-dose-only effect, or another doubt; inactive = no such curve, though single readings can be large; an effect the other way counts as inactive or inconclusive.

molecule	p53 reactivator	ASM inhibitor	B2AR arrestin	Eya2 inh	Integrin act MD	PTAP TSG101 blk	uPA surface inh	ELG1 genotoxic	TRPV1 ag	USP2a block	BRCA1 expr act
O=C(/C=C/c1ccccc1Cl)N(c1ccccn1)C1CCCCC1	-9%	2%	-0.1%	-7%	18%	0%	0%	-3%	15	-1%	6%
Cc1cc2c3c(c1)C1(C(=O)N3C(C)(C)CC2C)C(C#N)=C(N)OC2=C1C(=O)CC(C)(C)C2 (stereo not given)	-5%	2%	-0.2%	4%	-5%	-7%	-1%	-5%	20	0%	-26%
Cc1ccc(-c2csc(NC(=O)Cc3ccc(F)cc3)n2)o1	12%	-4%	0.1%	-2%	4%	-1%	2%	9%	?	-2%	29%
CC(C)c1nc(SCC(=O)Nc2ccc([N+](=O)[O-])cc2Br)n[nH]1	-1%	-3%	0.1%	-6%	-8%	-6%	2%	-15%	9	1%	-18%
CCC(C)n1c(=N)c(C#N)cc2c(=O)n3ccccc3nc21 (stereo not given)	-4%	13%	-0.5%	-9%	-13%	?	2%	12%	3	1%	4%
Cc1cc(S(=O)(=O)N2CCC(N3CCCCC3)CC2)ccc1-n1cnnn1	4%	4%	0.0%	15%	-21%	-4%	-1%	4%	6	0%	-19%
CCOCCn1c(CN2CCN(c3ccc(OC)cc3)CC2)nc2c1c(=O)n(C)c(=O)n2C	.	1%	.	.	1%	-9%	-3%	.	.	.	0%
N#C/C(=C\c1ccccc1[N+](=O)[O-])c1nc(C2CC2)cs1	?	-11%	0.1%	2%	-33%	-3%	-7%	0%	11	2%	0%
COc1ccc(Cn2c(=O)cc(N)n(-c3ccccc3C)c2=O)cc1	8%	-1%	-0.5%	11%	-43%	-4%	-15%	2%	2	2%	-28%
CCOc1ccc(S(=O)(=O)Nc2nccs2)cc1	-2%	9%	-0.1%	11%	-2%	2%	-1%	2%	1	1%	3%
CCOC(=O)c1ccc(NC(=O)NCCc2cnc[nH]2)cc1	-3%	-4%	-0.2%	-4%	-17%	-1%	2%	10%	-1	-1%	73%
CC1CC(C)CN(C(=O)c2cccc(N3C(=O)c4ccccc4C3=O)c2)C1 (stereo not given)	4%	0%	-0.1%	-12%	0%	-3%	9%	-2%	9	-2%	3%
CCc1nc(-c2ccc(C)nc2OC)no1	2%	3%	3.0%	-4%	23%	0%	-3%	1%	2	3%	-1%
CCCCCOc1ccc(CSc2ncn[nH]2)cc1	?	3%	0.0%	0%	-31%	-5%	-2%	?	5	1%	2.8µM*
Cc1ccc(S(=O)(=O)NCC(=O)N2CCCCC2)cc1	-4%	4%	0.0%	23%	24%	0%	0%	0%	.	2%	-18%
COc1ccc(CCNC(=O)c2cc(-c3cc(Cl)cc(Cl)c3)oc2C)cc1	0%	-18%	-0.7%	-2%	2%[7.66 µM]	-4%	.	-4%	.	1%	-15%
C=CCCC(=O)NC1CCCc2c1cnn2-c1ccccc1F (stereo not given)	-3%	-1%	-0.1%	9%	2%	2%	-17%	-7%	2	0%	-26%
CN(C)c1nc(OCCNC(=O)Nc2ccccc2)nc(N2CCOCC2)n1	-5%	2%	-0.2%	14%	1%	-11%	?	-1%	24	0%	-22%
Cc1ccc(N2C(=O)CN=C2Nc2nc(C)cc(C)n2)cc1	14%	1%	-0.5%	-10%	?	0%	-2%	-5%	-1	2%	-34%
Cc1csc2nc(CSc3nc4ccccc4o3)c(Br)n12	?	-8%	-0.4%	-17%	15%	-2%	-2%	2.9µM*	2	1%	8%
Cc1nc(Cl)c(C#N)cc1-c1ccccc1	-4%	-4%	0.0%	3%	16%[7.66 µM]	-10%	-4%	-1%	.	2%	-13%
O=C(CCC1CCCC1)N1CCC(N2CCN(c3ccccc3)CC2)CC1	-2%	-1%	-0.2%	0%	-11%	-7%	1%	-6%	0	-1%	-3%
Cc1nc(-c2ccc3c(c2)OCCO3)cs1	24%	1%	-0.3%	16%	2%	-2%	-2%	?	4	1%	7.9µM*
CCOc1ccc(CCNC(=O)c2nn(C)c3c2CS(=O)(=O)c2ccccc2-3)cc1	-22%	5%	0.0%	1%	0%	-1%	6%	-14%	1	4%	-1%
CN(C(=O)COC(=O)CCC(=O)c1ccc(F)cc1)C1CCCCC1	0%	1%	-1.1%	-16%	23%	0%	4%	0%	.	1%	-7%
Cc1noc(C)c1COc1ccc(C(=O)OCc2nnc(-c3ccc(Cl)cc3)o2)cc1	-8%	-12%	-0.3%	-2%	15%	1%	4%	1%	7	3%	2%
O=C(CSc1nnc(-c2ccco2)o1)Nc1cccc([N+](=O)[O-])c1	6%	-1%	0.4%	3%	31%	-1%	2%	5%	-2	0%	-20%
COC(=O)c1ccc2c(=O)[nH]c(CCl)nc2c1	-6%	11%	-0.9%	-7%	-46%[inhibitor]	0%	-16%	-10%	0	-1%	13%
C=CCn1c(O)c(N=Nc2ccccc2O)c2ccccc21	?	?	0.1%	10%	-25%	.	2%	-3%	21	3%	-15%
Cc1nnc(C)c2c(C)n(N)c(C)c12	-3%	5%	0.1%	-1%	24%	-1%	25%	-3%	1	2%	1%
COc1cccc(/C=N/NC(=O)c2ccoc2C)c1	3%	1%	0.0%	2%	6%	0%	-5%	?	21	1%	91%
COc1ccccc1C(=O)Nc1ccccc1C(=O)NCc1ccco1	-27%	-2%	-0.3%	-3%	?	-3%	3%	-14%	30	1%	-14%
C=CC[N+]1(CC(=O)NCc2ccc(NC(C)=O)cc2)CCOCC1	4%	3%	-0.4%	0%	19%	-4%	-4%	-1%	-1	0%	-3%
O=C(c1ccccc1)c1ccc(Oc2ccc([N+](=O)[O-])cc2[N+](=O)[O-])cc1	.	-1%	.	.	-5%	-4%	-15%	.	.	.	-92%[inhibitor]
Cc1cc(=O)[nH]c(SCC(=O)Nc2nc3c(s2)CCCC3)n1	2%	6%	-1.5%	16%	-7%	-4%	-7%	1%	.	0%	58%
Cc1nc2c(ccc3nc(NC(=O)Cc4ccccc4)sc32)s1	?	-19%	5.7%	-6%	-22%	-4%	?	18%	-3	-7%	45%
Cc1cc(C)n(C(=O)c2cccc([N+](=O)[O-])c2)n1	.	1%	-0.6%	-9%	?	-1%	5%	2%	0	-2%	0%
CC(=O)NCCNC(=O)c1cccc(NS(=O)(=O)c2ccc3c(c2)OCCO3)c1	8%	2%	-0.2%	-5%	18%	-9%	0%	1%	0	-2%	-38%
O=C(c1ccc([N+](=O)[O-])cc1Cl)N1CCN(c2ccccn2)CC1	11%	4%	-0.3%	13%	-24%	-1%	2%	-3%	4	0%	-11%
N#CC(C#N)=C1c2cc(S(N)(=O)=O)ccc2-c2ccc(S(N)(=O)=O)cc21	-4%	5%	0.5%	1%	-17%	0%	-26%	6%	1	-1%	-9%
CC(C)N(C(=O)COC(=O)c1ccc(Cl)nc1)C(C)C	1%	3%	0.0%	-18%	-38%	-3%	7%	2%	-5	4%	33%
Cc1noc(C)c1COC(=O)CCc1ccc(S(=O)(=O)N2CCCCC2)cc1	2%	-1%	-0.4%	-9%	16%	-1%	-1%	1%	4	2%	1%
O=C(c1ccc2nc(-c3ccccc3)c(-c3ccccc3)nc2c1)N1CCCCC1	3%	-2%	-0.9%	-4%	0%	-5%	2%	-6%	-12	-1%	-2%
Cc1cc(C)cc(Oc2coc3cc(OC(=O)c4cccnc4)ccc3c2=O)c1	-3%	46%[activator]	-0.4%	0%	18%	1%	0%	-1%	1	3%	-5%
O=C(O)c1cccc(S(=O)(=O)Nc2ccc3[nH]c(=O)[nH]c3c2)c1	1%	12%	-0.5%	-20%	-28%	-2%	-1%	0%	-1	0%	3%
Cc1ccccc1-c1cc(-c2ccccc2O)n[nH]1	?	-18%	0.1%	-36%	-45%	-1%	3%	?	3	3%	-13%
CC(NC(=O)C(=O)NCCN1CCN(C(=O)c2ccccc2Br)CC1)c1ccccc1 (stereo not given)	5%	0%	-0.3%	6%	4%	1%	5%	-1%	-1	0%	-1%
Cc1ccc(/C=N/N2CCN(Cc3cccc4ccccc34)CC2)s1	2%	10%	-0.4%	14%	23%	-1%	2%	1%	5	-1%	0%
COc1ccc(N(CC(=O)NCc2cccc(OC)c2)S(=O)(=O)c2c(C)noc2C)cc1	-6%	2%	-0.2%	8%	-17%	-7%	3%	-3%	3	2%	2%
